Compound activity deposited in PubChem BioAssay by Center for Chemical Genomics, University of Michigan.
Dicer processing: blocks human Dicer maturation of pre-miR-21 | Q9UPY3 | cat-ELCCA pre-miR-21 Dicer processing, chemiluminescence; active compounds read high | z-score at 25 µM | 47,000 compounds, 6% hits; in the data active = z-score above about 3, passing the limit was not always enough;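 also: plate controls were vehicle for no effect and no enzyme for full effect; higher signal means more uncleaved substrate so more Dicer inhibition; strong numbers were not always called active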
Target sequence (Q9UPY3 whole entry, looked up): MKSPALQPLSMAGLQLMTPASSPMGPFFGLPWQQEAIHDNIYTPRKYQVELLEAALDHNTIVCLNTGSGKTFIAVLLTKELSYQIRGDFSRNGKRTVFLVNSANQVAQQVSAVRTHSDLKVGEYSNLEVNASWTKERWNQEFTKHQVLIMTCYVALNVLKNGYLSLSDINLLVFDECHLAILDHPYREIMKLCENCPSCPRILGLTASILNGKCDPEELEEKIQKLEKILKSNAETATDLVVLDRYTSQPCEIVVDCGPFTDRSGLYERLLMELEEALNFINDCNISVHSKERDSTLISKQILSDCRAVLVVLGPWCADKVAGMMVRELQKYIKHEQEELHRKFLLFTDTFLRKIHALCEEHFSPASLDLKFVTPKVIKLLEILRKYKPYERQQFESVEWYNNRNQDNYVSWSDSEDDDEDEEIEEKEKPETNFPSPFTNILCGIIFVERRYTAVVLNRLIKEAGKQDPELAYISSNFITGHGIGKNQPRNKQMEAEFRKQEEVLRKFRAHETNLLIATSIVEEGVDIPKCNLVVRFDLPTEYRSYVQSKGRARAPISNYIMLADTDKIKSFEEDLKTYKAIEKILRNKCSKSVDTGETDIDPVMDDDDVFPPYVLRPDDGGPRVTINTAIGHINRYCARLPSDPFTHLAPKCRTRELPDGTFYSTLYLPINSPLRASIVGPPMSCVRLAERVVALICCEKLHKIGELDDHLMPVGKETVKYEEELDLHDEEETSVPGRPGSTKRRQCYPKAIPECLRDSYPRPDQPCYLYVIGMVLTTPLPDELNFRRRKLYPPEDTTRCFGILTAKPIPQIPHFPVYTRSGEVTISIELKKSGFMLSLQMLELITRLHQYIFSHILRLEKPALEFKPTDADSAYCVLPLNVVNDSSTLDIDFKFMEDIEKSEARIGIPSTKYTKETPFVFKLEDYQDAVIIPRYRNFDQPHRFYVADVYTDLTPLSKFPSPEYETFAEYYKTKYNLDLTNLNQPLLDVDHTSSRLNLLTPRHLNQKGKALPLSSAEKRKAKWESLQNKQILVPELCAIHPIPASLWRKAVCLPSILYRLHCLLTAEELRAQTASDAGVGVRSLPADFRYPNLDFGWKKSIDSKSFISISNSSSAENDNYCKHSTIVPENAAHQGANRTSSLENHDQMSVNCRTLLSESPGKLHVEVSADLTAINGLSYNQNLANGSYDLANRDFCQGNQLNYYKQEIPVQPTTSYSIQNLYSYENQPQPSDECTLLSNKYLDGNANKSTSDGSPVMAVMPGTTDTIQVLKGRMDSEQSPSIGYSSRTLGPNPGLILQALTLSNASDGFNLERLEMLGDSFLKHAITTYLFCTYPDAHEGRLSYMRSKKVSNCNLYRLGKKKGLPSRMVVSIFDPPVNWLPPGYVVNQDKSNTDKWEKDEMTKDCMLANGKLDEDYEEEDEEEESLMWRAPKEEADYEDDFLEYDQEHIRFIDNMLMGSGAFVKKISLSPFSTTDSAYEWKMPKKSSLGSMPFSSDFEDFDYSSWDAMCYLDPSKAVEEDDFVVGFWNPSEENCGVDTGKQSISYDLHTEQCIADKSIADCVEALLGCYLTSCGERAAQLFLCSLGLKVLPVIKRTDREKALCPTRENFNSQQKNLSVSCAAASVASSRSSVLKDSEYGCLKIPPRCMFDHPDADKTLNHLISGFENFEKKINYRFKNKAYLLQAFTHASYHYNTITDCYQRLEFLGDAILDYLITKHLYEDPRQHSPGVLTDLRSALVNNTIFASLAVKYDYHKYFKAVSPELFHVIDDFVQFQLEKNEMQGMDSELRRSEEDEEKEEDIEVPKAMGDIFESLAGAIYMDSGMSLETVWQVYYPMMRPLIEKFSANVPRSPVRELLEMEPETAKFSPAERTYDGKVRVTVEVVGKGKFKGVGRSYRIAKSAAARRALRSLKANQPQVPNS
Starred values were filed as active, the others as inactive. The list is partial; the hit share may differ from the screen's.

SMILES	Dicer processing
COc1ccc(/C(C)=N/OC(=O)c2cc(OC)c(OC)c(OC)c2)cc1CSc1ccccn1	-0.4
COC(=O)c1ccc(C2C(C(=O)OCc3ccc(OC)cc3)=C(C)NC3=C2C(=O)CC(C)(C)C3)cc1 (configuration not stated)	0.18
CCCC(=O)N1CC2(C(C)C)CN(C(=O)CCC)CC(C(C)C)(C1)C2=O	-0.19
CCCC(=O)N1c2cc(C)ccc2C(=C2SC(C(=O)OC)=C(C(=O)OC)S2)C(=S)C1(C)C	2
COc1ccc2c(c1OC)C(=O)OC2CC(=O)c1ccc(C)cc1 (configuration not stated)	2.3
Cc1cc(O)cc2c1C1CCC3(C)C(=O)CCC3C1C=C2 (configuration not stated)	-2.4
Cc1occc1C(=O)C(C#N)=C1SCCCCS1	-0.89
CCCCc1ccc(N2CCn3c2nc2c3c(=O)n(CC(=O)O)c(=O)n2C)cc1	1
FC(F)(F)Oc1ccc(C2c3ccsc3CCN2Cc2nc3ccccc3s2)cc1 (configuration not stated)	-1.7
CCC(C)OC(=O)C(C)Oc1ccc2c(=O)c(-c3ccccc3Cl)coc2c1 (configuration not stated)	-2.2
CCSc1nnc2c(n1)OC(c1ccccc1C)N(C(C)=O)c1ccccc1-2 (configuration not stated)	1.1
COc1ccc(C(=O)CSc2n[nH]c(C)n2)cc1C	-0.67
CC(=O)O[C@@H]1[C@H]2OC(C)(C)O[C@H]2O[C@@H]1C(O)CO (some centres not stated)	-1.4
COc1ccc(Cl)cc1NC(=O)Nc1sccc1-c1nc2ccccc2s1	5.1*
c1ccc(-c2cn3c(n2)CCC3)cc1	-0.43

Pulled by compound from the entries so far, seven records:
SMILES	Dicer processing
COc1ccc2c(c1OC)C(=O)OC2CC(=O)c1ccc(C)cc1 (configuration not stated)	2.3
CCCC(=O)N1c2cc(C)ccc2C(=C2SC(C(=O)OC)=C(C(=O)OC)S2)C(=S)C1(C)C	2
c1ccc(-c2cn3c(n2)CCC3)cc1	-0.43
CCSc1nnc2c(n1)OC(c1ccccc1C)N(C(C)=O)c1ccccc1-2 (configuration not stated)	1.1
COc1ccc(/C(C)=N/OC(=O)c2cc(OC)c(OC)c(OC)c2)cc1CSc1ccccn1	-0.4
COC(=O)c1ccc(C2C(C(=O)OCc3ccc(OC)cc3)=C(C)NC3=C2C(=O)CC(C)(C)C3)cc1 (configuration not stated)	0.18
COc1ccc(Cl)cc1NC(=O)Nc1sccc1-c1nc2ccccc2s1	5.1*

Other records follow.
SMILES	Dicer processing
Cn1c(Cc2nc(-c3cnccn3)no2)nnc1SCc1ccc(Cl)cc1	-1.1
CC1=C(C(=O)OCC2CCCO2)C(c2cccc(Oc3ccccc3)c2)C2=C(CCCC2=O)N1 (configuration not stated)	1.1
CC1CCN(Cc2c(O)ccc3c2oc(=O)c2ccccc23)CC1	3.5*
CCOC(=O)C12C(=O)OC(C)(C)C1C2(CC)C(=O)c1ccc(Br)cc1 (configuration not stated)	2.4
O=S(=O)(Nc1ccc(F)cc1F)c1ccc2c(c1)OCCO2	-1.8
CC(=O)OC[C@H]1O[C@@H](N2CCCCC2)[C@H](OC(C)=O)[C@@H](OC(C)=O)[C@@H]1OC(C)=O	0.82
COc1cc(Br)c(C(=O)O)cc1OC	0.65
CC(C)(C)CC(C)(C)NC(=O)C(Cl)Cl	-0.45
C#CCSc1nc(COC)c(C)c(=O)[nH]1	1.6
CN(C(=O)CCCN1C(=O)c2cccc3cccc(c23)C1=O)c1ccccc1	-0.03
O=C1N(CN2CCN(C(c3ccccc3)c3ccccc3)CC2)c2ccccc2C12OCCO2	-0.92
O=C(CS(=O)(=O)Nc1ccc(F)cc1Cl)Nc1ccc(F)cc1Cl	1.6
O=C(NS(=O)(=O)c1ccccc1Cl)c1ccc(C(F)(F)F)cc1	-0.94
Clc1snnc1COc1ccc2c(c1)OCO2	-0.27
Cn1c(=O)c2c(nc(NC3CCCC3)n2C)n(C)c1=O	-0.37
CSc1nsc(SC)c1C(=O)NC(=O)NNc1ccc(F)c(Cl)c1	100
Cc1c(S(=O)(=O)N2CCCc3ccccc32)cnn1-c1ccccc1	0.07
O=S(=O)(Cc1ccccc1)c1ncc(CO)n1Cc1ccccc1	1.6
CCC(=O)c1cc2c(cc1N)OCCO2	5.2
Cn1c(C(F)(F)F)nnc1S(=O)(=O)Cc1ccc(-c2csnn2)cc1	0.14
O=C(CSCc1ccc(Cl)cc1)Nc1nnc(SCC(=O)Nc2ccc(F)c(F)c2F)s1	-0.74
COC(=O)c1ccc(C2C(C#N)=C(C)NC3=C2C(=O)CC(C)(C)C3)cc1 (configuration not stated)	-0.54
CC(=O)Cc1nsc(Nc2ccccc2)n1	1.6
Nc1nc(Nc2ccc(F)cc2)sc1C(=O)c1ccc(F)cc1	1.5
O=S(=O)(c1ccccc1)n1cccc1	-0.12
N#C/C(=C\c1cc(C#Cc2ccccc2)cs1)C(=O)c1ccco1	-1.8
CC1(C)C2CCC1(C)C(N1CCN(Cc3ccccc3)CC1)C2 (configuration not stated)	1
O=C(/C=C/Sc1ccccn1)c1ccc(Br)cc1	3*
O=C1ON(c2ccccc2)C(c2ccc3c(c2)OCO3)N1c1ccccc1 (configuration not stated)	3.2*
O=C(CSc1nnc2c3ccccc3n(Cc3ccccc3)c2n1)NCc1ccco1	0.79

Nothing new here: two of the compounds above.
SMILES	Dicer processing
CSc1nsc(SC)c1C(=O)NC(=O)NNc1ccc(F)c(Cl)c1	100
Cc1c(S(=O)(=O)N2CCCc3ccccc32)cnn1-c1ccccc1	0.07

(further entries)
SMILES	Dicer processing
Cc1cc(CO)nn1-c1ccc([N+](=O)[O-])cc1	-1.6
O=C(Oc1ccc(Cl)cc1Cl)c1ccc(Cl)cc1[N+](=O)[O-]	4.4*
COc1cccc(Cn2c(-c3nonc3N)nc3ccccc32)c1	4.2*
CCC1(c2cccc(OC)c2)CCCCN(C)C1=O (configuration not stated)	-0.48
O=C(NCC1CCCO1)c1cc2n(n1)C(C(F)(F)F)CC(c1ccc(Br)cc1)N2 (configuration not stated)	3.7*
CC(C)c1ccc(C2C(C(=O)c3ccco3)=C(O)C(=O)N2CCN2CCOCC2)cc1 (configuration not stated)	-1.5
Nc1ncn([C@@H]2O[C@H](CO)[C@@H](O)[C@H]2O)c(=O)n1	-0.2
CCC(O)c1ccc(-c2ccccc2F)cc1 (configuration not stated)	-1.4
COc1ccc(Cn2c(=O)sc3ccccc32)cc1OC	1
Cc1ccc(-n2c(-c3ccc(Cl)c(C)c3)csc2=N)c(C)c1	-0.17
COc1ccc(OCc2nc(-c3cccnc3)no2)cc1	-0.28
CCCCCSc1nnc2c(n1)OC(c1cccnc1)N(C(C)=O)c1ccccc1-2 (configuration not stated)	0.44
COc1ccc(OC)c(CN2CCN(S(=O)(=O)c3ccc4ccccc4c3)CC2)c1	1.9
CC1=CC(C)(C)N2C(=O)C(=O)c3cc(OC(=O)c4ccccc4Br)cc1c32	1.7
CCOC(=O)c1c(C)oc2c1c1c(c3ccccc32)OCN(CC2CCCO2)C1 (configuration not stated)	-0.52
COc1ccc(Cl)cc1NC(=O)c1cc2nc(-c3ccco3)cc(C(F)(F)F)n2n1	-0.57
CCOC(=O)NC(Nc1cccc(C)c1)(C(=O)OCC)C(F)(F)F (configuration not stated)	1.4
Cc1nc(C)c(-c2ccn(S(=O)(=O)c3ccccc3Cl)n2)o1	-0.03
O=C(NCc1ccc2c(c1)OCO2)N1CCOCC1	-1.5
NC/C=C/C(=O)O	-1.8
O=C(O)Cn1cnc(-c2ccc(Cl)cc2)c1	0.09
Cc1nc2c(sc(=S)n2C)c(=O)n1/N=C/c1ccccc1	0.24
O=C1NCCCC1c1n[nH]c(=S)n1Cc1ccccc1 (configuration not stated)	-2.7
CN(C(=O)CSc1ccc(Cl)cc1)c1ccc(F)cc1F	0.24
O=C(Nc1cccc(C(F)(F)F)c1)c1cccc(C(F)(F)F)n1	-0.72
N#Cc1c(-c2ccc(F)cc2)c2c([nH]c1=O)-c1ccccc1SC2	3.5*
C=CCN1C(=O)C(O)(CC(=O)c2ccccc2OC)c2ccccc21 (configuration not stated)	1.1
COC(=O)c1sc2nc(-c3ccncc3)cc(C(F)(F)F)c2c1N	2.3
CC(C)c1nnc2c3c4c(sc3ncn12)CCCC4	0.39
O=C(O)C1Cc2ccccc2-c2ccccc2C1	-1.2
O=C(O)CCCNCc1cccc2ccccc12	0.46
CCCc1cc(Br)c(-n2cccc2)c(Br)c1	-0.21
O=C(CSc1nc2c(c(=O)[nH]1)CSC2)c1ccc(Cl)cc1	1.4
CCOc1cc(S(=O)(=O)n2ccnc2)ccc1Br	0.61
c1cnc2sc3c(N4CCOCC4)ncnc3c2c1	-0.48
Cn1c(=O)c2c(nc(Cl)n2Cc2ccc(C(C)(C)C)cc2)n(C)c1=O	16
CCc1nc2ccc(Cc3ccc4nc(CC)[nH]c4c3)cc2[nH]1	1.4
OCCNc1nc(N2CCOCC2)nc(N2CCOCC2)n1	0.46
CC1CN(S(=O)(=O)c2cc(Cl)c(Oc3ccc([N+](=O)[O-])cc3Cl)c(Cl)c2)CC(C)O1 (configuration not stated)	-0.65
COC(=O)c1ccccc1NC1SC(=O)N(c2ccccc2)C1=O (configuration not stated)	0.52
Cc1cc2nc(-c3cccc(N)c3C)oc2cc1C	3*
CCOc1ccc(-n2c(-c3ccc(OC)cc3)c[n+]3c2CCCCC3)cc1	-0.38
Cc1ccc(CSCCNS(=O)(=O)c2ccc3c(c2)OCCO3)cc1	0.62
COc1ccc(S(=O)(=O)Nc2ccc3oc4c(c3c2)CCCC4)cc1	1.4
CCNC(=S)NNC(=O)CN1c2ccccc2Sc2ccccc21	0.53
N#C/C(=N\Nc1ccc(F)cc1F)C(=O)C1CC1	0.78
O=C(Nc1ccc(Cl)cc1)C1CC(=O)N(CCc2ccc(Cl)cc2)C1 (configuration not stated)	0.41
CCOC(=O)c1cnc2c(F)cc(F)cc2c1Sc1ccc(Cl)cc1	-1.3
CC1=NS(=O)(=O)c2cc(Cl)ccc2N1	-0.03
CC1=C(C(=O)Nc2ccc(Br)cn2)C(c2ccc(Cl)cc2)C2=C(CCCC2=O)N1 (configuration not stated)	0.46
COC(=O)C1=C(C(=O)OC)SC(=C2C(=S)C(C)(C)N3C(=O)C(=O)c4c(C)c(C)cc2c43)S1	0.01
NC(=O)c1cccc2c1NC(C(=O)O)C1CC=CC21 (configuration not stated)	2.2
Cc1[nH]nc2c1C(c1ccccc1OCc1ccc(Cl)cc1)C(C#N)=C(N)O2 (configuration not stated)	-3.8
O=C(Nc1ccc(Cl)cc1[N+](=O)[O-])c1ccccc1[N+](=O)[O-]	-1.4
O=C(c1ccc(F)cc1)C1CC1C(=O)c1ccc(F)cc1 (configuration not stated)	-0.45
CCCCCCCC1C(=O)N(S(=O)(=O)c2ccc(Cl)cc2)N=C1C (configuration not stated)	0.74
CCN(CC)CCCC(C)Nc1nc(C)nc2ccccc12 (configuration not stated)	4.3*
O=c1[nH]cnc2c1sc1nnc(-c3ccccc3)c(-c3ccccc3)c12	1.9
O=S(=O)(N/N=C/c1ccc(O)cc1O)c1cc(C(F)(F)F)cc(C(F)(F)F)c1	-3
O=C(Nc1nc(-c2ccccc2)cs1)C12CC3CC(CC(C3)C1)C2	-0.26

Carrying on.
SMILES	Dicer processing
CC(C)n1c(C(F)(F)F)nc2cc(C(=O)O)ccc21	-1.6
CCOC(=O)N1CCc2c(sc(NC(=O)CN(CC)CC)c2C#N)C1	0.95
CCCOC(=O)C1C2C=CC3(CN(c4ccccc4Cl)C(=O)C13)O2 (configuration not stated)	0.64
CCCC(CCC)c1nc2ccncc2[nH]1	-1.5
N#Cc1cn(CCSc2cc(C(F)(F)F)nc3ccccc23)c(=O)[nH]c1=O	0.24
N#Cc1nc(-c2ccc(F)cc2)oc1NCCCN1CCOCC1	-1.5
Cc1cc(C(=O)C(F)(F)F)c(C)n1-c1cc(C(F)(F)F)cc(C(F)(F)F)c1	0.36
CC1CCN(/C(=N/S(=O)(=O)c2ccc(-n3nc(C(F)(F)F)cc3-c3cccs3)cc2)NN)CC1	0.32
CSc1nc(NC(=O)NS(=O)(=O)c2ccccc2Cl)nc(C2CC2)n1	2
O=C(c1ccccn1)c1ccc2ccccc2n1	1.7
COC(=O)c1cc(C#N)c(SCc2ccc(Cl)cc2)nc1C(OC)OC	0.93
N#Cc1nc(-c2ccc(F)cc2)oc1N1CCN(Cc2ccccc2)CC1	-0.68
COC(=O)CSc1cc(C)nc(NC(C)=O)n1	0.03
CS(=N)(=O)c1ccc(Oc2cccc(F)c2C#N)cc1 (configuration not stated)	-0.46
CC(=O)N/C(=C\c1ccccc1Br)C(=O)O	-1.3

Reformatted in markdown: entries from further up.
| smiles | Dicer processing |
| --- | --- |
| CC1CCN(/C(=N/S(=O)(=O)c2ccc(-n3nc(C(F)(F)F)cc3-c3cccs3)cc2)NN)CC1 | 0.32 |
| CSc1nc(NC(=O)NS(=O)(=O)c2ccccc2Cl)nc(C2CC2)n1 | 2 |
| O=C(c1ccccn1)c1ccc2ccccc2n1 | 1.7 |
| COC(=O)c1cc(C#N)c(SCc2ccc(Cl)cc2)nc1C(OC)OC | 0.93 |
| N#Cc1nc(-c2ccc(F)cc2)oc1N1CCN(Cc2ccccc2)CC1 | -0.68 |
| COC(=O)CSc1cc(C)nc(NC(C)=O)n1 | 0.03 |
| CS(=N)(=O)c1ccc(Oc2cccc(F)c2C#N)cc1 (configuration not stated) | -0.46 |

The results go on.
SMILES	Dicer processing
CSc1ccc(C2C(C(=O)OCC3CCCO3)=C(C)NC3=C2C(=O)CC(C)(C)C3)cc1 (configuration not stated)	0.6
CC(=O)N[C@@H](Cc1c[nH]c2ccccc12)C(=O)OCc1cc(C(F)(F)F)cc(C(F)(F)F)c1	0.52
COc1ccc(C2C(C#N)=C(N)Oc3n[nH]c(C)c32)cc1Cn1nnc2ccccc21 (configuration not stated)	-8.3
Cc1ccc(OCC(=O)Nc2sc3c(c2C(N)=O)CCC3)c(C(C)(C)C)c1	-0.49
O=C1CCC(=O)N1CNc1ccc(Cl)cc1	4*
CC(=O)Nc1ccc(S(=O)(=O)Oc2ccccc2N2CCCCC2)cc1	-0.23
O=C(Cc1ncon1)Nc1ccc(F)c(Cl)c1	-2.4
COc1ccc(-c2cc(C(F)F)n3ncc(C(=O)N4CCCC4)c3n2)cc1	-2.4
CCOC(=O)c1cc(C)n(-c2cc(C(F)(F)F)cc(C(F)(F)F)c2)n1	3
CCc1oc(C(=O)O)cc1CN1CCCC1	-0.27
c1ccc(Nc2ncnc3c2sc2ncccc23)cc1	-0.49
